# Bioassay records (PubChem)
# MEX-5 binding: C. elegans MEX-5 TCR-2 RNA binding activity | MEX-5/FITC-TCR2 RNA binding, fluorescence polarization; active compounds read low | activity score (negative = inhibition of binding), % at 10 µM | hit rate 0.38% among 300,000 | AID 1832;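 active means inhibition past about -25% in most replicates, and total fluorescence under double the plate's negative control median, limit read from the data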;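 further: 0% = DMSO and -100% = 5 µM competing unlabeled TCR2 RNA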
# Target sequence (Q9XUB2 whole entry, looked up): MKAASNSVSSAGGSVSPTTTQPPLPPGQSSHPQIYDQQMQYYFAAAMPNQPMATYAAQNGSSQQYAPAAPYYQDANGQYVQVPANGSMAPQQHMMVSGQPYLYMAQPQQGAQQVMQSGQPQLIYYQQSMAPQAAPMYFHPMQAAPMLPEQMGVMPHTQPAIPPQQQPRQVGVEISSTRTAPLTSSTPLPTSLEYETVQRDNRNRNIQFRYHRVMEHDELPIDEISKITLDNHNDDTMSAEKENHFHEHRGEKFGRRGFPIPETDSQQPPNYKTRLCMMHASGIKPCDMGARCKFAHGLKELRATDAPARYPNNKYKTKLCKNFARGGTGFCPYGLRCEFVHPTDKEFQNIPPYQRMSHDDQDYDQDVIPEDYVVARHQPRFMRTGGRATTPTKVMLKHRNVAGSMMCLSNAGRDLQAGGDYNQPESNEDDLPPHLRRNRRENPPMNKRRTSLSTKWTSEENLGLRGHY
# GLD-1 TGE inh: GLD-1-TGE RNA interaction inhibition (C. elegans). Q17339. purified GLD-1 + fluorescein TGE RNA, fluorescence polarization. inhibition, % at 5.96 µM. hit rate 0.44% among 320,000;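 active means percent inhibition above a per-plate cutoff, the plate mean of test compounds plus 3 SD, cut at about 30% in these data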;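 further: 0% = DMSO wells with GLD-1 and probe and 100% = wells lacking GLD-1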
# EBNA-1 inhibitor: blocks EBNA-1 binding to DNA | EBNA-1 DNA binding, fluorescence polarization | inhibition, % at 14.8 µM | hit rate 0.34% among 300,000; in the data active means inhibition above about 28%
# Fam108B inh: blocks mouse Fam108B hydrolase in RBBP9 counter-screen | hit rate 0.33% among 300,000 | recombinant Fam108B, FP-Rh probe fluorescence polarization | inhibition, % at 9.51 µM;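 active means inhibition above the screen mean inhibition plus 3 SD, computed separately per campaign, cut at about 18% in these data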;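 further: inhibitors lower polarization as less probe binds the enzyme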
# Efflux pump inh: antifungal efflux pump inhibition, Nile Red retention; AID 485275; hit rate 0.44% among 330,000; S. cerevisiae Candida pump triplex; inhibition, % at 10 µM;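 active means plate passing quality check with inhibition over a set limit, or well fluorescence over plate mean plus 4 SD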;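 further: Nile Red retained in pooled yeast measured as flow cytometry median fluorescence; 0% = buffer negative control and 100% = Enniatin B positive control; higher means more Nile Red kept so more efflux inhibition; some compounds called inactive have numbers as strong as hits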
# MCL1 BIM primary: inhibitors of human MCL1 binding to BIM-BH3 peptide. Q07820. GST-MCL1 / FITC-Bim-BH3 fluorescence polarization. inhibition, % at 10.9 µM. hit rate 0.68% among 320,000. AID 2057;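 active means inhibition above the mean inhibition of all tested compounds plus 3 SD, set per campaign, cut at about 40% in these data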;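 further: 0% = DMSO wells and 100% = unlabeled Bim-BH3 peptide control; higher means more loss of mP so more displacement of Bim peptide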
# Target sequence (Q07820 whole entry, looked up): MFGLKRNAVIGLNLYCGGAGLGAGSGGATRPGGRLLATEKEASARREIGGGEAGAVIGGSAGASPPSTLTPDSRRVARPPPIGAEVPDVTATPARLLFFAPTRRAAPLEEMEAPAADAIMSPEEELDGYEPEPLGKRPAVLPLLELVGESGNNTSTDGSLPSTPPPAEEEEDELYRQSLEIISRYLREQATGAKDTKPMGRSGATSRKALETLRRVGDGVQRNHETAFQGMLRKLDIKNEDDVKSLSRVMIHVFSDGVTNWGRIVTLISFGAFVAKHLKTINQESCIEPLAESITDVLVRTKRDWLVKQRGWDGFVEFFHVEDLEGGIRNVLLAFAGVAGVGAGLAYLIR
# ZTA counter: blocks Epstein-Barr virus ZTA, an EBNA-1 counter-screen | hit rate 0.15% among 320,000 | inhibition, % at 11 µM | ZTA-DNA binding, fluorescence polarization | AID 2234; in the data active means inhibition above about 33%
# Bcl-xL primary: inhibitors of human Bcl-xL; Q07817; GST-Bcl-xL / FITC-Bim BH3 peptide fluorescence polarization; inhibition, % at 10.9 µM; hit rate 0.7% among 320,000; AID 2129;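 active means inhibition above the mean of all tested compounds plus 3 SD, cutoff set per campaign, cut at about 30% in these data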;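 further: 0% = DMSO wells and 100% = unlabeled Bim-BH3 peptide competitor; inhibitors lower millipolarization by displacing the labeled peptide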
# Target sequence (Q07817 whole entry, looked up): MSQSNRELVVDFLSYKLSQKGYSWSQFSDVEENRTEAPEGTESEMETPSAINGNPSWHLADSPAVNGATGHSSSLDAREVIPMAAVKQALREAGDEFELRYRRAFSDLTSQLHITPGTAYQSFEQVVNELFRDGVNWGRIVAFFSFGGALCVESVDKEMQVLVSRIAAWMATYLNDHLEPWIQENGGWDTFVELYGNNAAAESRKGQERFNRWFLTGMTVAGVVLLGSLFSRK
# Yeast superoxide: lowers age-related superoxide in aged yeast cells; AID 2690; S. cerevisiae aged cells, superoxide DHE fluorescence; active compounds read low; superoxide response (% of plate mean), % at 10 µM; hit rate 0.18% among 330,000;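 active means superoxide response under a set limit, about three screen SD below normal, cut at about 65% in these data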;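 further: yeast aged for seven days with compound at 30 °C before DHE staining; 100% = average MFI of all compound-treated wells on the plate with controls excluded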
# An asterisk follows results filed as active; . = not tested or not shown. Not a hit list; 2.3% or so of the library scored in one or more.
SMILES,MEX-5 binding,GLD-1 TGE inh,EBNA-1 inhibitor,Fam108B inh,Efflux pump inh,MCL1 BIM primary,ZTA counter,Bcl-xL primary,Yeast superoxide
Cc1ccc(S(=O)(=O)Nc2nc3cc(C)c(C)cc3[nH]2)cc1,0.6,2,-5,-3,0.0,-2,-25,1,101
O=C(Nc1ccon1)Nc1ccccc1C(F)(F)F,-0.5,-1,14,0,0.1,-3,4,0,107
CN(C)c1nc(SCCOC(=O)Nc2ccccc2)nc(N(C)C)n1,-1.0,3,1,-5,0.0,0,16,-7,100
CC(C)c1ccc(NC(=O)COC(=O)c2cc(=O)[nH]c3ccccc23)cc1,.,0,.,.,-0.1,-15,-12,-8,87
O=C(COC(=O)CCCC1=NS(=O)(=O)c2ccccc2N1)Nc1ccccc1,-1.8,0,6,1,-0.1,1,-14,0,99
Cc1ccc(SCCNC(=O)c2ccc(C)c(S(=O)(=O)Nc3cccc(C)c3)c2)cc1,-1.9,-1,-2,-21,0.1,1,13,1,88
Cc1cccc(NC(=O)Cn2cc([N+](=O)[O-])cn2)n1,0.8,-6,3,2,-0.2,4,4,3,96
CS(=O)(=O)N1CCc2cc(S(=O)(=O)N3CCN(Cc4ccc5c(c4)OCO5)CC3)ccc21,2.1,-7,-9,-4,-0.2,-7,1,4,95
CC1CN(C(=S)NC(=O)c2ccccc2)CC(C)O1 (configuration not stated),0.6,2,1,0,-0.5,5,-9,1,97
C/C(Cl)=C/CSc1nnc2n(N)c(=O)c3ccccc3n12,-1.7,2,-6,-1,0.0,5,-7,5,105
CCN1CCN(c2cc(=O)n(Cc3ccc(F)cc3)c(=O)[nH]2)CC1,-0.4,5,0,-3,-0.1,9,-14,2,118
Cc1cc(C)cc(OCC(=O)NNC(=O)CN2C(=O)c3ccccc3C2=O)c1,.,1,-1,0,-0.2,4,11,7,100

# Overlap with the part before: 3 compounds; new compounds follow.
SMILES,MEX-5 binding,GLD-1 TGE inh,EBNA-1 inhibitor,Fam108B inh,Efflux pump inh,MCL1 BIM primary,ZTA counter,Bcl-xL primary,Yeast superoxide
C/C(Cl)=C/CSc1nnc2n(N)c(=O)c3ccccc3n12,-1.7,2,-6,-1,0.0,5,-7,5,105
CCN1CCN(c2cc(=O)n(Cc3ccc(F)cc3)c(=O)[nH]2)CC1,-0.4,5,0,-3,-0.1,9,-14,2,118
Cc1cc(C)cc(OCC(=O)NNC(=O)CN2C(=O)c3ccccc3C2=O)c1,.,1,-1,0,-0.2,4,11,7,100
O=C(Nc1ncnc2sc3c(c12)CCCC3)c1ccncc1,-0.7,4,8,5,0.1,1,11,2,103
Cc1ccccc1NC(=O)c1nc[nH]c1C(=O)NCc1ccccc1,3.8,0,-2,-1,0.0,-5,-6,5,108
NC(N)=N/N=C/c1ccc(Br)cc1,-0.5,8,-6,-2,0.0,18,-7,6,99
CC(C)(C)C(=O)Cn1c(=N)n(Cc2ccccc2Cl)c2ccccc21,-0.6,0,-7,1,-0.1,0,-16,5,91
CCOC(=O)c1cc2c(n(-c3ccc(Cl)cc3)c1=O)CCCC2=O,-3.7,2,-5,-1,0.0,5,-3,4,103
Cc1ccc(C(=O)Nc2ncc3c(n2)CC(c2ccco2)CC3=O)cc1 (configuration not stated),-2.6,3,-10,-3,9.0*,10,-4,-1,91
Cc1sc2nc(CN3CCCC3)nc(N3CCN(S(=O)(=O)c4ccccc4)CC3)c2c1C,.,-9,.,.,-0.2,-4,4,-1,83
C[C@H](NC(=O)c1nc[nH]c1C(=O)NCCCCCNC(=O)OC(C)(C)C)c1ccccc1,.,2,.,.,0.4,11,10,3,101
Cn1c(=O)c2c(-c3cccc(Br)c3)c(C#N)c(N)nc2n(C)c1=O,1.5,-2,-1,4,0.0,6,5,2,92
COc1ccc(NC(=O)c2ccc(C)cc2Cl)c([N+](=O)[O-])c1,0.0,-3,2,-4,0.0,-6,-6,0,103
Cc1ccc(CC(=O)N2CCOCC2)cc1,-2.0,4,1,-4,-0.2,-6,-8,0,94
CC(C)COP(=O)(c1ccc(N(C)C)cc1)C(O)c1cccnc1 (configuration not stated),2.9,8,-12,3,0.0,-1,-13,4,98
CC(C)C[C@H](NC(=O)N1CC(=O)Nc2ccccc21)C(=O)N[C@H](Cc1ccccc1)C(=O)O,3.0,3,2,-4,-0.3,6,4,6,100
CCc1cc2cc3c(cc2nc1SCC(=O)Nc1nccs1)OCO3,-5.1,-2,17,-5,-0.1,0,3,0,93
CCCc1nc2sc3c(=O)n(N)cnc3c2c2c1CCCC2,1.5,8,-2,-4,-0.1,-2,4,-5,96
COc1cccc(NC(=O)C(=O)N2CCOCC2)c1,-0.3,-3,-4,-3,-0.1,3,15,4,85
O=C(Cc1ccc(S(=O)(=O)N2CCOCC2)s1)N1CCN(S(=O)(=O)c2cccc([N+](=O)[O-])c2)CC1,4.3,9,6,0,0.0,-8,10,-2,101
O=C(CSc1ncnc2ccccc12)NCc1ccco1,-0.6,6,2,-1,-0.1,2,-25,-1,97
CP(C)(=O)CCP(=O)(c1ccccc1)c1ccccc1,-4.2,-1,9,-5,0.0,-1,13,3,101
O=C(Nc1ccc(Cl)cc1-c1nc2ccccc2s1)c1ccco1,0.1,3,-2,-3,0.1,-1,-4,3,96
Cc1cc(Nc2ccccc2F)n2ncnc2n1,-1.0,4,5,-1,0.1,6,11,4,87
COc1ccc(S(=O)(=O)N2CCc3ccccc32)cc1[N+](=O)[O-],2.1,-11,9,7,0.2,-7,-2,1,130
Cc1c(OCC(F)(F)F)ccnc1CSc1nc2ccccc2[nH]1,0.3,3,0,-1,0.0,-3,10,-3,102
Cn1c2ccccc2c2nnc(SCC(=O)NC3CCCC3)nc21,-0.3,7,2,1,0.2,-6,6,4,96
Cc1ccc(-c2nc(CSCC(=O)NCC3CCCO3)c(C)o2)cc1 (configuration not stated),0.3,-4,5,1,-0.1,1,-12,-4,103
O=C(Cn1cnc2ccccc21)Nc1ccc(C(=O)O)cc1,2.4,1,8,-6,0.0,5,13,2,98
CCOC(=O)c1ccccc1NC(=O)CSc1nccn1C,-2.1,3,1,-3,0.0,-2,17,1,106
COc1cccc(C(=O)OCC(=O)Nc2cc(C)c(C)cc2[N+](=O)[O-])c1,-4.7,1,8,2,0.1,9,12,5,99
CNc1ccc([N+](=O)[O-])cc1-c1nc2ccccc2[nH]c1=O,0.5,3,1,-8,0.0,0,2,1,107
COc1ccccc1N(CC(=O)Nc1ccccc1C(=O)NC(C)C)S(C)(=O)=O,1.7,2,-13,3,0.0,3,-6,0,103
O=S(=O)(NCc1ccc(Cl)cc1)c1ccc(Cl)nc1,-0.3,6,-6,-7,0.1,0,-2,0,113
CCCC(=O)Nc1ccc2c(c1)COC2=O,-0.7,4,-17,-5,0.3,-17,2,-15,105
C[C@H](NC(=O)c1ccccc1Cl)C(=O)OCCOc1cccc(Cl)c1,0.8,0,3,2,0.1,0,13,6,102
CC(=O)N1CCN(c2ccc(S(=O)(=O)NCCN(C(C)C)C(C)C)cc2[N+](=O)[O-])CC1,-2.4,3,-1,1,0.2,4,5,7,94
N#CC[C@H](c1ccccc1)N1CCN(Cc2ccccc2)CCC1=O,-0.6,-1,-6,2,-0.2,-6,1,-2,109
O=C1NC(=Nc2cccc(Cl)c2)SC1Cc1cccc(Cl)c1Cl (configuration not stated),-1.5,7,-1,-8,-0.1,3,7,1,102
COc1ccc(CN(C)C(=O)CNC(=O)CNC(=O)c2ccc(Cl)cc2Cl)cc1F,-0.9,8,-9,-1,0.1,-1,-1,1,105
COc1cc2ccccc2cc1C(=O)NC(=S)Nc1nnn(C)n1,2.1,9,2,3,-0.1,7,8,4,102
c1ccc(-c2nc(C3CCCCC3)c3ccccc3n2)cc1,-1.5,-1,6,14,-0.1,22,-4,8,104
Cc1ccc(S(=O)(=O)N(CC(=O)Nc2ccc(Cl)c([N+](=O)[O-])c2)C2CCCCC2)cc1,0.0,7,-6,-21,0.2,-1,1,-2,105
Cc1onc(-c2c(Cl)cccc2Cl)c1C(=O)N1CCc2ccccc21,1.6,3,4,1,0.1,3,-4,-1,88
NC(=O)C1(c2ccccc2)CCC(=O)N1c1ccccc1 (configuration not stated),2.0,-6,-10,-5,0.1,-1,-6,2,109
COc1ccc(-c2oc(/N=C/N3CCCC3)c(C#N)c2-c2ccc(OC)cc2)cc1,1.3,-1,4,6,0.2,-6,22,2,99
COc1ccc2c(=O)c(-c3ccccc3)coc2c1,-0.7,5,-3,-2,0.2,2,5,2,95
CCc1ccc(OCCNC(=O)c2ccco2)cc1,3.8,1,8,-4,0.1,2,7,5,100
O=C(O)c1ccc2c(=O)n3c(nc2c1)/C(=C/c1cccc(Cl)c1Cl)CCCC3,1.7,-7,-5,2,-0.2,-1,-13,5,113
N#Cc1cc2c(=O)n3ccccc3nc2n(CCCn2ccnc2)c1=N,-2.0,1,-1,1,-0.1,4,-2,9,87
COCCN(C(=O)CSc1nnc(C)n1Cc1ccccc1)c1c(N)n(CC(C)C)c(=O)[nH]c1=O,1.2,1,7,-1,0.0,-5,24,-4,101
Cc1csc(=O)n1CC(=O)OCC(=O)NNC(=O)c1ccc([N+](=O)[O-])cc1,-1.0,-7,-14,-3,0.2,1,-2,-3,132
O=C(CNC(=O)/C=C/c1ccco1)N=Nc1c(O)[nH]c2ccccc12,-29*,-2,9,4,-0.3,42*,11,20,96
COc1ccc(NC(=O)c2ccco2)cc1NC(=O)c1cccnc1,-0.6,-1,0,1,-0.1,-3,-1,-6,83
O=C1C2CCC(C(O)C2)N1Cc1ccccc1 (configuration not stated),-0.1,0,-1,1,0.0,7,-4,5,90
O=C(NCCCN1CCc2ccccc2C1)Nc1ccc(Cl)cc1,0.8,5,-9,-6,0.2,3,-14,-1,108
O=[N+]([O-])c1cccc(Nc2nc(Cl)nc(Cl)n2)c1,1.1,-2,-1,-2,0.1,1,13,6,111
CC(C)c1c(C(=O)N/N=C/c2ccc(OCc3ccccc3)cc2)nnn1-c1nonc1N,-3.1,7,5,-3,-0.1,6,8,-3,103
CCCNC(=O)CCn1cc(-c2ccc(OC)cc2)nc1CCN,0.3,6,3,-3,-0.1,1,3,2,101
O=C1NCCN(Cc2ccoc2)C1CC(=O)N(CCO)Cc1ccccc1 (configuration not stated),-4.3,13,-8,1,0.1,4,-1,2,127
COc1ccc(Nc2oc(COc3cccc(C)c3)nc2C#N)cc1,0.0,2,3,8,0.0,-4,-9,14,97
Cc1ccc(C)c(OCc2nnc(N)s2)c1,0.0,-7,1,2,0.3,-11,-2,-18,87
CC(C)NC(=O)NC(=O)COc1ccc(Br)cc1Br,-0.5,-4,-6,2,0.1,1,-8,2,95
# (list continues)
SMILES,MEX-5 binding,GLD-1 TGE inh,EBNA-1 inhibitor,Fam108B inh,Efflux pump inh,MCL1 BIM primary,ZTA counter,Bcl-xL primary,Yeast superoxide
CC(C(=O)N(C1CC1)C1(C(=O)Nc2ccccc2)CCCC1)N1C(=O)c2ccccc2C1=O (configuration not stated),-1.3,1,-13,3,0.4,5,4,2,95
Cc1cc(OCC(=O)NCC2CCC(C(=O)O)CC2)c2c(C)c(Cc3ccccc3)c(=O)oc2c1 (configuration not stated),-0.2,8,2,-5,-0.1,-3,-8,1,86
CC1CN(C(=O)c2cccc(S(=O)(=O)Nc3ccccc3Cl)c2)CC(C)O1 (configuration not stated),3.8,-2,10,2,-0.8,3,-10,1,92
COc1cccc(CC(=O)n2nc(N)c3cc4ccc(OC)cc4nc32)c1,1.3,8,-7,-7,0.1,5,-5,8,110
CCOc1ccc(CN2CCN(Cc3cccc4c3OCO4)CC2CCO)cc1 (configuration not stated),1.4,-5,-15,-1,0.5,-1,-6,-2,110
